Screening data (PubChem)
GRK2 aptamer HTS = inhibitors of human GRK2 displacing RNA aptamer; P25098; bead flow cytometry, FAM-aptamer displacement from GRK2; inhibition of aptamer binding, % at 10 µM; 0.59% of 330,000 active; AID 488847;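 active = inhibition of aptamer binding above 40%, roughly 3 SD of noise, on plates passing a quality check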;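 also: median bead fluorescence of bound FAM aptamer so fluorescent compounds give negative values; no value below 0 was filed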
Fam108B inh = blocks mouse Fam108B hydrolase in RBBP9 counter-screen; recombinant Fam108B, FP-Rh probe fluorescence polarization; inhibition, % at 9.51 µM; 0.33% of 300,000 active; AID 1947;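 active = inhibition above the screen mean inhibition plus 3 SD, computed separately per campaign, cut at about 18% in these data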;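 also: inhibitors lower polarization as less probe binds the enzyme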
MEX-5 binding = C. elegans MEX-5 TCR-2 RNA binding activity. Q9XUB2. MEX-5/FITC-TCR2 RNA binding, fluorescence polarization; hits give low values. activity score (negative = inhibition of binding), % at 10 µM. 0.38% of 300,000 active;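 active = inhibition past about -25% in most replicates, and total fluorescence under double the plate's negative control median, limit read from the data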;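 also: 0% = DMSO and -100% = 5 µM competing unlabeled TCR2 RNA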
GLD-1 TGE inh = GLD-1-TGE RNA interaction inhibition (C. elegans); purified GLD-1 + fluorescein TGE RNA, fluorescence polarization; inhibition, % at 5.96 µM; 0.44% of 320,000 active;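 active = percent inhibition above a per-plate cutoff, the plate mean of test compounds plus 3 SD, cut at about 30% in these data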;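 also: 0% = DMSO wells with GLD-1 and probe and 100% = wells lacking GLD-1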
Target sequence (Q17339 whole entry, looked up): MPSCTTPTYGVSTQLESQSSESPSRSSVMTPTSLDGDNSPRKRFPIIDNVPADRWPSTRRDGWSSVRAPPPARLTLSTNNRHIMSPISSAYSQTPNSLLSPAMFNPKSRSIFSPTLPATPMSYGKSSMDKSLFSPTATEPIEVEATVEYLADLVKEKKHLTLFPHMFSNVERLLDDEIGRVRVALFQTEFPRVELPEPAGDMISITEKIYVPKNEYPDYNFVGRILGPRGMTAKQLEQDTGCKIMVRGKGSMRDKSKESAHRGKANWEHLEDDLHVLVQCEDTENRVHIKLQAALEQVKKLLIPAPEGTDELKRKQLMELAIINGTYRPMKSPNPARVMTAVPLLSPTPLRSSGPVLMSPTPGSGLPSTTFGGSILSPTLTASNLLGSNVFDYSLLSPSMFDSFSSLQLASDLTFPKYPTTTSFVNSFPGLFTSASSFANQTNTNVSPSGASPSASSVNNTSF
Efflux pump inh = blocks antifungal efflux pumps in multiplex yeast assay | S. cerevisiae Candida pump triplex, Nile Red efflux | inhibition, % at 10 µM | 0.44% of 330,000 active | AID 485275;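 active = plate passing quality check with inhibition over a set limit, or well fluorescence over plate mean plus 4 SD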;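 also: Nile Red retained in pooled yeast measured as flow cytometry median fluorescence; 0% = buffer negative control and 100% = Enniatin B positive control; higher means more Nile Red kept so more efflux inhibition; some compounds called inactive have numbers as strong as hits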
PME-1 inh = PME-1 (human) inhibition | inhibition, % at 5.9 µM | AID 2130 | recombinant PME-1, FP-Rh probe fluorescence polarization | 0.53% of 320,000 active;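 active = inhibition above the campaign mean of all compounds plus 3 SD, cut at about 26% in these data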;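 also: competitive labeling of PME-1 active site by serine hydrolase directed probe; 0% = PME-1 with DMSO and 100% = wells lacking PME-1 enzyme; inhibitors block probe labeling so polarization falls and inhibition rises; many of its hits are not listed in these tables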
MCL1-BIM inh = disrupts human MCL1 binding to BIM-BH3 peptide; inhibition, % at 10.9 µM; GST-MCL1 / FITC-Bim-BH3 fluorescence polarization; 0.68% of 320,000 active; Q07820;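 active = inhibition above the mean inhibition of all tested compounds plus 3 SD, set per campaign, cut at about 40% in these data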;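 also: 0% = DMSO wells and 100% = unlabeled Bim-BH3 peptide control; higher means more loss of mP so more displacement of Bim peptide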
Target sequence (Q07820 whole entry, looked up): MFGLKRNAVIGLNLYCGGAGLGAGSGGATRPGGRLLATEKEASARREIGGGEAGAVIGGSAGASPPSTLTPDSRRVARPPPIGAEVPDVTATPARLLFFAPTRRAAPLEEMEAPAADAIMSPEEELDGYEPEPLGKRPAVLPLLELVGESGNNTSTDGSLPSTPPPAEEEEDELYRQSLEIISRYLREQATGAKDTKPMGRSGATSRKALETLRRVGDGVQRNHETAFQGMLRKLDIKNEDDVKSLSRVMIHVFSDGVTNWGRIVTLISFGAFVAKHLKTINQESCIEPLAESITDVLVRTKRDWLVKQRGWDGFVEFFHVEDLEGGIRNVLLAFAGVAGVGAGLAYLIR
VLA-4 inh = inhibition in a human VLA-4 binding assay; VLA-4 expressing cells, ligand binding flow cytometry; inhibition, % (about 7 µM as worked out from the volumes in the protocol); 0.2% of 330,000 active; AID 2557; in the data active = inhibition above about 50%
BCLXL inh = blocks human Bcl-xL binding to Bim BH3 peptide. Q07817. GST-Bcl-xL / FITC-Bim BH3 peptide fluorescence polarization. inhibition, % at 10.9 µM. 0.7% of 320,000 active. AID 2129;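 active = inhibition above the mean of all tested compounds plus 3 SD, cutoff set per campaign, cut at about 30% in these data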;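 also: 0% = DMSO wells and 100% = unlabeled Bim-BH3 peptide competitor; inhibitors lower millipolarization by displacing the labeled peptide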
* = called active by the depositor; · = not tested or not shown. These rows are one share of the data; count on the stated rates, not on these rows.

Below each compound – GRK2 aptamer HTS	Fam108B inh	MEX-5 binding	GLD-1 TGE inh	Efflux pump inh	PME-1 inh	MCL1-BIM inh	VLA-4 inh	BCLXL inh
1. CC(C)Oc1ccc(C(=O)NC(=S)Nc2ccc(CN3CCOCC3)cc2)cc1
  2	-2	-2.2	-1	0.0	3	11	-3	8
2. CC(C)(C)NC(=O)CSc1nc2cccnc2n1C1CCCCC1
  1	3	1.5	0	0.0	7	3	1	3
3. O=C(NCCCN1CCOCC1)C1CC(=O)N(c2ccccc2)C1 (stereo not given)
  0	1	1.7	-3	0.0	-5	-5	4	-1
4. CCC1CCCCN1C(=O)N[C@@H](CCSC)C(=O)OC (stereo not given in full)
  9	-2	-2.5	6	0.0	0	2	2	2
5. Cc1ccc(S(=O)(=O)N2CCOCC2)cc1C(=O)OCCOc1cccc(Cl)c1
  0	-4	1.8	1	0.4	-6	-3	6	-1
6. O=C(NCc1ccc(N2CCCC2=O)cc1)C1CCC(=O)N(Cc2ccccc2F)C1 (stereo not given)
  2	0	-2.7	4	-0.2	4	-2	5	0
7. O=C(NNC(=O)c1ccccc1Cl)c1csc(N2CCOCC2)n1
  2	1	-17	0	0.1	0	3	27	-2
8. COC(=O)c1c(NC(=O)CSc2ncnc3c2cnn3-c2ccccc2Cl)sc2c1CCCC2
  0	-5	3.4	-1	0.0	-4	-3	0	-8
9. COC(=O)c1c(NC(=O)/C=C/C(=O)O)sc(C)c1-c1ccc(C)c(C)c1
  3	2	-0.2	-6	-0.1	-2	18	-7	12
10. CC(NS(=O)(=O)c1ccc(Br)cc1)C(=O)Nc1nc2ccccc2[nH]1 (stereo not given)
  0	·	·	6	0.1	7	9	1	4
11. Cc1cccc(N(CC(=O)NCc2ccccc2)C(=O)Cn2nnc(-c3ccc(C)o3)n2)c1
  0	1	-1.8	-4	0.0	-7	6	-1	3
12. COC(=O)c1cn(NC(=O)c2cc(OC)c(OC)c(OC)c2)c(=O)c2ccccc12
  3	4	0.7	-5	0.2	-3	3	-22	0
13. CCOC(=O)C1CN(S(=O)(=O)c2ccccc2)c2cc(S(=O)(=O)CC)ccc2O1 (stereo not given)
  0	5	-2.5	-1	0.0	3	4	1	2
14. CC(=O)c1ccc(C(=O)NC2CCCN(Cc3ccccc3F)C2)s1 (stereo not given)
  3	0	2.3	1	0.1	0	-5	13	-1
15. COc1ccc(CCC(=O)N2CCN(C3CCCCC3)CC2)cc1
  2	-2	0.8	5	-0.1	6	-2	-193	3
16. CCC(C)NCCOc1cccc(Br)c1 (stereo not given)
  1	3	-4.3	4	0.9	-2	9	21	2
17. COc1ccc2cc(/C=C/C(=O)c3ccco3)c(Cl)nc2c1
  2	2	-4.0	-8	-0.1	-4	-6	15	-1
18. Cc1cc(=O)[nH]c2ccc(S(=O)(=O)NCc3ccccc3)cc12
  0	0	0.3	-1	-0.4	-2	4	8	3
19. O=C(Cc1ccccc1)NCCCc1ccccc1
  1	-1	0.9	5	0.1	2	5	21	3
20. COC(=O)CN(C)C(=O)c1ccc2nc(Cc3cccc(Cl)c3)oc2c1
  9	7	3.1	0	0.2	-1	-2	-7	-2
21. O=C(O)c1ccc(S(=O)(=O)c2ccccc2)cc1
  0	-3	0.2	-4	0.0	-1	2	2	0
22. Cc1cc(Br)ccc1NC(=O)CN(C)C(=O)Cn1c(=O)cnc2ccccc21
  1	4	0.2	1	0.1	6	-17	8	-3
23. O=C(O)c1ccc(N2Cc3ccccc3C2)cc1O
  0	4	-18	13	0.0	-6	18	11	8
24. CC(C)CC(=O)NC1(C(F)(F)F)C(=O)N(Cc2ccccc2)C2=C1C(=O)CC(C)(C)C2 (stereo not given)
  3	2	-2.3	9	0.2	-3	3	10	2
25. O=c1[nH]nc(-c2ccc(F)cc2)cc1Cc1ccccn1
  0	-2	0.5	7	0.0	1	10	1	4
26. COc1ccc(/C=C2/C(=N)N3N=C(CC(=O)N4CCCC4)SC3=NC2=O)cc1
  0	0	2.2	3	-0.1	0	5	19	6
27. Cc1[nH]c2ccccc2c1C(=O)CN1CCCCC1C (stereo not given)
  0	6	0.2	-2	-0.1	-8	-15	-6	-6
28. Cc1ccc(S(=O)(=O)n2nc(OC(=O)c3cccc(F)c3)cc2N)cc1
  0	5	-0.3	-10	-0.4	-2	2	4	-6
29. Nc1c(Cl)cc(-c2csc(NC(CO)c3nc4ccccc4n3CCOCCO)n2)cc1Cl (stereo not given)
  0	0	0.9	11	0.0	9	4	-9	0
30. COc1ccccc1CC(=O)OC(C)C(=O)Nc1ccc(S(=O)(=O)N2CCCCC2)cc1 (stereo not given)
  2	·	·	8	0.0	-1	-1	54*	-1
31. Cc1nc2ccc(NC(=O)CS(=O)(=O)c3ccc(F)cc3)cc2s1
  2	-1	0.1	9	0.1	3	4	6	-2
32. Cc1cc(C)n2nc(SCc3nnc(-c4cccs4)o3)nc2n1
  2	2	0.2	6	-0.2	4	4	18	3
33. S=c1[nH]c(-c2ccc(Br)cc2)cn1CCc1ccccc1
  10	-1	-1.2	0	0.0	3	1	9	-2
34. COc1ccc(C(=O)Nc2cccc(C(=O)N3CCN(C)CC3)c2)cc1
  4	0	-2.0	1	-0.1	-6	3	23	4
35. CCCCc1c(O)nc(SCC(=O)N2CCOCC2)[nH]c1=O
  2	-1	-0.5	5	0.0	1	-2	15	5
36. O=C(CSc1nnc(Cc2cc(=O)[nH]c(=O)[nH]2)n1-c1ccc(Cl)cc1)N1CCc2ccccc21
  5	-3	-0.2	-8	-0.1	1	-10	1	1
37. CCOC(=O)C1CCN(C(=O)c2sc3nc(-c4ccc(F)cc4)cn3c2C)CC1
  0	1	0.4	5	0.1	-3	2	-4	2
38. COc1ccc(OC)c(NC(=O)Nc2ccccc2C)c1
  5	2	2.4	-3	0.1	13	-4	5	2
39. Cn1c(Cc2ccccc2)nnc1SCC(=O)c1ccc(Br)s1
  0	0	1.8	-2	0.2	-5	2	2	-3
40. Cc1ccccc1NC(=O)c1cn(-c2ccccc2)nc1-c1ccccc1
  0	-12	0.0	5	-0.1	-1	0	18	3
41. COc1cccc(NC(=S)/C(=C(\[O-])c2cc(C)n(-c3ccccc3F)c2C)[n+]2ccc(N(C)C)cc2)c1
  0	-3	1.3	-3	0.2	-4	2	3	1
42. O=C1NC(=O)C2(COC(c3ccncc3)OC2)S1 (stereo not given)
  0	-1	0.1	-1	-0.1	-2	11	10	6
43. O=C(Cn1cc(/C=N/NC(=O)c2cccc(C(F)(F)F)c2)c2ccccc21)Nc1ccc(F)cc1
  0	4	0.8	6	0.0	3	1	14	2
44. CC(=O)c1ccc(OCc2cc(C(=O)N(C)Cc3ccccn3)no2)cc1
  0	·	1.3	·	0.0	·	·	14	·
45. CC[N+](CC)(CC#Cc1ccccc1)CC(=O)c1ccc(Cl)cc1
  0	-3	2.0	-4	0.2	-1	3	16	5
46. Cc1ccc(OCC(=O)O/N=C(\N)c2ccccn2)cc1C
  5	6	-2.4	0	0.0	-2	1	-4	4
47. CSc1ccccc1OCc1cc(C(=O)N2CCC[C@H]2C(N)=O)no1
  0	-1	-1.3	1	0.4	-3	-1	-6	3
48. CCN(CC)c1ccc(/C=N/NC(=S)NCc2ccco2)cc1
  5	3	2.2	2	1.3	2	0	5	0
49. O=C(NCc1ccccn1)c1nnc(Cc2ccc(Cl)cc2)o1
  1	-1	-0.3	3	-0.1	1	5	22	-1
50. CC(C)[C@H]1COCCS(=O)(=O)N1Cc1cccc(Cl)c1
  4	-1	3.2	-3	-0.1	6	-3	31	0
51. COc1cccc(CN(C)C(=O)CSCC(=O)Nc2cccc(C)c2)c1OC
  0	·	·	3	0.2	1	-3	2	-1
52. Cc1c(C(=O)c2cccc(F)c2)c2ccccn2c1CCC#N
  6	1	1.6	10	0.0	2	4	-5	6
53. Cc1ccc(SCC(=O)N2CCOCC2)cc1
  6	2	-0.9	-5	0.0	-2	5	-19	0
54. Nc1nc(N2CCCCC2)nc2ccccc12
  0	0	-3.8	7	0.0	-3	5	-7	2
55. CCC(CC)C(=O)Nc1nnc(SCC(=O)NC2CCCCC2)s1
  1	-1	-1.2	-5	-0.2	-3	2	-6	6
56. CC(C)(C)c1ccc(C(=O)O[C@H]2[C@H](Cc3ccccc3)NS(=O)(=O)[C@H]3C[C@@H]4C=C[C@]23O4)cc1
  0	·	·	15	0.3	-12	7	8	5
57. C/C(CC(=O)NC(C)C)=N\NC(=O)COc1cc(C)c(Br)cc1Br
  0	7	-1.2	3	0.2	-2	19	5	3
58. Cc1cc(NC(=O)CSc2nncc(=O)n2N)no1
  7	6	1.3	9	-0.4	3	6	5	0
59. O=C(/C=C/c1ccc([N+](=O)[O-])cc1)c1cccs1
  0	-1	2.3	-3	0.1	-7	1	8	3
60. O=C(Nc1ccccc1Cl)NC1(C(=O)NCCCN2CCOCC2)CCCCC1
  0	1	0.5	2	0.1	2	0	1	4

The list continues:
Below each compound – GRK2 aptamer HTS	Fam108B inh	MEX-5 binding	GLD-1 TGE inh	Efflux pump inh	PME-1 inh	MCL1-BIM inh	VLA-4 inh	BCLXL inh
61. Cc1ccc(-c2nc(CS(=O)(=O)CC(=O)NCCN3CCCC3)c(C)o2)cc1
  0	-2	0.4	-3	0.1	0	2	3	9
62. CC(=O)c1ccc(NC(=S)Nc2ccc3[nH]c(=O)[nH]c3c2)cc1
  0	4	0.7	10	-0.1	-1	4	10	5
63. CN(Cc1ccccc1)C(=O)c1nc2ccccn2c1CN1CCC(N2CCOCC2)CC1
  2	3	-1.3	6	0.1	-2	8	24	6
64. Cc1ccc(C)c(C(=O)COC(=O)c2cccc(N3C(=O)c4c(C)nc5ccccc5c4C3=O)c2)c1
  0	4	2.8	5	-0.2	-2	-2	8	2
